Bioassay records from PubChem.
Growth percent in the NCI-60 one-dose screen (48 h, 10 µM unless noted): 100 = growth as untreated, 0 = no growth, -100 = all killed.
NCI-H322M: NCI-H322M lung cancer | 2.7% of 80,000 active | AID 1794733
COLO 205: COLO 205 colon cancer; 7.3% of 79,000 active; AID 1794742
NCI-H522: NCI-H522 lung cancer; 8% of 78,000 active
NCI-H460: NCI-H460 lung cancer. 6.8% of 82,000 active
HCT-116: HCT-116 colon cancer | 7.3% of 82,000 active
NCI/ADR-RES: NCI/ADR-RES ovarian cells | 4.4% of 81,000 active
NCI-H226: NCI-H226 lung cancer; 3.5% of 79,000 active
HCT-15: HCT-15 colon cancer; 5.2% of 82,000 active; AID 1794746
NCI-H23: NCI-H23 lung cancer; 4% of 80,000 active; AID 1794731
An asterisk follows results filed as active; x = no result given; & = joins results of further samples. The calls were made as follows: active = growth percent below 10; inactive = the rest. Not a hit list (roughly 13% active in at least one column).

Sample of the layout, 3 compounds:
SMILES	NCI-H322M	COLO 205	NCI-H522	NCI-H460	HCT-116	NCI/ADR-RES	NCI-H226	HCT-15	NCI-H23
CC[N+](CC)(CC)Cc1ccccc1	101	105	102	106	99	103	97	110	98
Cc1ccc(NC(=O)OC(C)N2CCCCC2)cc1NC(=O)OC(C)N1CCCCC1 (stereo not given)	79	93	x	108	94	112	107	106	105
COc1cc2cc3c(nc2cc1OC)CCN3Cc1ccc(NC(=O)Nc2cc(C(F)(F)F)cc(C(F)(F)F)c2)cc1	73	90	52	63	67	60	93	76	78

The list itself (from the top)
SMILES	NCI-H322M	COLO 205	NCI-H522	NCI-H460	HCT-116	NCI/ADR-RES	NCI-H226	HCT-15	NCI-H23
CC[N+](CC)(CC)Cc1ccccc1	101	105	102	106	99	103	97	110	98
Cc1ccc(NC(=O)OC(C)N2CCCCC2)cc1NC(=O)OC(C)N1CCCCC1 (stereo not given)	79	93	x	108	94	112	107	106	105
COc1cc2cc3c(nc2cc1OC)CCN3Cc1ccc(NC(=O)Nc2cc(C(F)(F)F)cc(C(F)(F)F)c2)cc1	73	90	52	63	67	60	93	76	78
C=CCn1c2c(c3ccccc31)CC1CN(c3ccc(C)cc3)C(=O)C1C2C(=O)O (stereo not given)	101	118	97	101	99	100	100	97	96
CC1=CC(c2ccc(Cl)cc2)N2N=CSC2=N1 (stereo not given)	123	118	95	107	111	105	106	109	102
CN(C)CCC(O)(c1ccccc1)c1ccccc1	102	116	86	109	102	105	104	103	103
CCC/C=C/C=N/N1C(=S)N(CC)[C@]23OC(N)=C(C#N)[C@]12C(=O)c1ccccc13	98	113	77	107	95	106	99	99	108
O=C1C=CC(=O)c2c1nc1n2CCCC1	30	33	73	25	92	90	95	103	39
CC(=O)Nc1cc2c(cc1Cl)-c1ccc(F)cc1C2O (stereo not given)	83	89	85	111	101	99	88	101	99
COc1ccc(/C=C(\C#N)n2nnc3c(F)cccc32)cc1	38	-7.0*	12	3.0*	8.7*	0.3*	45	14	18
COc1ccc2nc3cc(Cl)ccc3c(Nc3ccc(O)c(CN4CCCC4)c3)c2c1	7.9*	-20*	-41*	-27*	-45*	3.3*	98	0.1*	47
COc1ccc(-c2nc3ccccn3c2/C=C2/C(=O)Nc3ccc(F)cc32)cc1	90	124	68	92	83	90	99	89	97
Cc1ccc(NC(=S)/N=c2/n(-c3ccccc3)nc3n2CCN3C2=NCCN2)cc1	103	106	97	104	49	112	92	107	104
NC(=O)c1cccc(N)c1	111	96	78	109	93	102	102	100	105
Nc1ccc(I)c(Cl)c1	107	108	102	108	99	105	94	106	105
COc1ccc2c(ccn2C(=O)N2c3ccccc3Sc3ccccc32)c1	53	-33*	-27*	14	32	12	52	33	40
Nc1cncnc1N	87	100	97	96	94	97	93	106	89
COc1ccc(NC(=O)/C=C/c2ccc(NC(=O)N3CCOCC3)cc2)cn1	103	107	97	106	100	100	90	101	96
Nc1nc(SC/C=C/CCl)c2[nH]cnc2n1	115&112	116&104	87&95	105&105	105&104	106&103	131&96	94&104	98&102
COc1ccc(OC)c(C(=O)Nc2cccc(-c3cc(=O)c4ccccc4o3)c2)c1	87	104	68	90	88	80	92	93	93
COc1cc2oc(-c3ccc(NC(=O)c4ccc([N+](=O)[O-])cc4)cc3)cc(=O)c2c(OC)c1OC	103	107	79	107	121	100	97	105	101
COc1ccc(-c2[nH]c3ncc(-c4ccc(F)cc4)n3c(=O)c2C#N)cc1	99	106	87	100	100	98	93	97	97
COc1ccc(/C=C/C(=O)c2ccc(NC(=O)CSc3nnc(-c4cc(OC)c(OC)c(OC)c4)o3)cc2)cc1	20	-61*	-76*	14	-76*	3.1*	13	-80*	-17*
Cc1ccc(S(=O)(=O)N2CCC(C(=O)Nc3ccc(F)cc3F)CC2)cc1	112	99	102	107	101	95	88	103	96
CC1=CC=CC(C)C(=O)N1 (stereo not given)	111	123	102	106	104	110	92	103	112
CSC1SCC2C(=O)N(C)C(C(C)C)C(=O)OCC(NC(=O)c3cnc4ccccc4n3)C(=O)NC(C)C(=O)N(C)C1C(=O)N(C)C(C(C)C)C(=O)OCC(NC(=O)c1cnc3ccccc3n1)C(=O)NC(C)C(=O)N2C (stereo not given)	9.5*	-45*	-16*	4.3*	-30*	7.6*	-5.6*	4.1*	-28*
Cc1ccc(Oc2nc3ccccc3cc2-c2nnc(-c3ccc(Cl)cc3)o2)cc1	89	92	90	95	77	86	81	83	86
CSc1cccc(NC(=S)NN/C(=N/S(=O)(=O)c2ccccc2)N2CCCC2)c1	95	106	95	104	91	95	x	97	96
O=c1cc(-c2ccccc2)oc2cc(OCc3cn(Cc4ccc(F)cc4)nn3)cc(OCc3cn(Cc4ccc(F)cc4)nn3)c12	44	68	18	3.0*	18	70	x	73	29
Cn1c(=O)c2[nH]c(C3CC3)nc2n(C)c1=O	132	110	122	112	115	110	118	108	101
O=C(O)CCN(Cl)Cl	88	114	92	102	109	100	101	99	107
O=c1[nH]c(-c2cccc(F)c2)cc2cc(F)ccc12	59	-2.1*	11	14	25	6.9*	96	17	46
CC(=O)c1[nH]c(Sc2ccccc2)c2ccccc12	65	87	57	64	71	97	71	88	96
NCCC[C@H](N)C[C@H]1O[C@@H](n2cnc3c(N)ncnc32)[C@H](O)[C@@H]1O	98	113	99	104	105	109	100	98	102
O=[N+]([O-])c1ccc(OCCOc2ccccc2)c(Cl)c1	85	105	58	101	101	97	116	97	93
CN(C)c1ccc(C(c2ccc(N(C)C)cc2)c2ccc([N+](=O)[O-])cc2)cc1	105	107	75	x	83	94	94	95	79
N#C/C(=C\c1ccc2c(c1)OCO2)c1nc2ccccc2s1	90	115	72	59	51	57	77	98	68
C[N+](C)(CCOC(c1ccccc1)c1ccccc1)CC(=O)OCc1ccccc1	91	103	94	110	105	105	92	99	101
N/C(=N\c1nc2ccccc2s1)NC(=O)Nc1ccc(Cl)cc1	94	107	71	107	99	103	96	84	104
CC(NC(=O)CN)C(=O)O (stereo not given)	95&115	107&111	86&97	103&103	101&110	98&113	96&101	105&99	96&108

Reprinted at random: two entries already listed, in no set order.
SMILES	NCI-H322M	COLO 205	NCI-H522	NCI-H460	HCT-116	NCI/ADR-RES	NCI-H226	HCT-15	NCI-H23
CSc1cccc(NC(=S)NN/C(=N/S(=O)(=O)c2ccccc2)N2CCCC2)c1	95	106	95	104	91	95	x	97	96
COc1cc2oc(-c3ccc(NC(=O)c4ccc([N+](=O)[O-])cc4)cc3)cc(=O)c2c(OC)c1OC	103	107	79	107	121	100	97	105	101

Following part:
SMILES	NCI-H322M	COLO 205	NCI-H522	NCI-H460	HCT-116	NCI/ADR-RES	NCI-H226	HCT-15	NCI-H23
CCC(=O)Nc1nccs1	110	113	91	108	108	128	107	107	116
CN(C)CCC(c1ccc(Br)cc1)c1ccccn1 (stereo not given)	98	97	84	109	97	113	105	98	104
CCN1CCC2(CC1)Nc1cc(Cl)ccc1-c1ccnn12	x	81	79	98	93	89	81	101	x
NNC(=O)c1cnccn1	88	115	93	105	103	105	110	108	96
Cc1ccccc1C(=O)c1ccccc1C(=O)c1ccccc1	110	109	89	105	92	90	91	95	96
CC(=O)OC1CCC2(C)C(CCC3C4CCC(C(C)=O)C4(C)CC(=O)C32)C1 (stereo not given)	96	101	x	106	95	99	98	89	98
CC(=O)CCC(C#N)(C#N)C(C#N)(C#N)CCC(C)=O	96	123	93	107	95	100	111	108	96
CC(=O)Nc1ccc(C(C)(C)C)cc1	109	110	88	101	97	103	97	91	91
NC(c1ccccc1)c1ccccc1	102	99	84	98	93	104	86	106	95
CC(O)(c1ccccc1)c1ccccc1	99	102	114	102	103	108	100	110	105
CCN1CCN(c2cc3c(cc2F)c(=O)c(C(=O)O)cn3C2CC2)CC1	101	100	129	115	104	90	88	100	85
CC12CCC3C(C1)C(C(=O)O2)C(=O)OC3(C)C (stereo not given)	93&119	110&112	99&95	109&110	95&104	107&109	x	99&110	98&103
CC(C)(C)NC(=O)Nc1nccnc1OCc1ccc(Cl)cc1	111	100	81	94	99	92	96	101	90
CC(C)(C)C1=CCN(C(C)(C)/C=N\O)CC1	100	101	90	108	102	106	102	100	102
Cc1nn(-c2ccccc2)c2nc(N3CCOCC3)c(C#N)cc12	98	99	88	101	92	89	104	88	90
CC(C)c1nc2c([nH]1)c(=O)n(C)c(=O)n2C	102	124	102	103	93	122	80	110	107
COc1ccc2c(c1OC)C(=O)OC2C1c2c(c(COC(=O)C(C)NC(=O)OC(C)(C)C)c3c(c2OC)OCO3)CCN1C (stereo not given)	97	105	87	101	101	96	96	105	98
O=[N+]([O-])c1cccc(CN(Cc2cccc([N+](=O)[O-])c2O)C2CCCCC2)c1O	101	111	x	109	100	94	95	104	105
CC(=O)OCC(=O)C1(O)CCC2C3CCC4=CC(=O)CCC4(C)C34OC4CC21C (stereo not given)	104	122	90	110	92	98	94	96	90
Cn1cc(-c2nonc2-c2c[nH]c3ccc(Br)cc23)c2cc(Br)ccc21	32	49	24	13	23	37	45	28	40

Entries of single compounds, quoted from the list. Values in the order: NCI-H322M | COLO 205 | NCI-H522 | NCI-H460 | HCT-116 | NCI/ADR-RES | NCI-H226 | HCT-15 | NCI-H23
Profile of `Nc1nc(SC/C=C/CCl)c2[nH]cnc2n1` = 115&112 | 116&104 | 87&95 | 105&105 | 105&104 | 106&103 | 131&96 | 94&104 | 98&102
Profile of `CC(=O)Nc1cc2c(cc1Cl)-c1ccc(F)cc1C2O` (stereo not given) = 83 | 89 | 85 | 111 | 101 | 99 | 88 | 101 | 99

As entered above.
In NCI/ADR-RES, Cc1ccccc1C(=O)c1ccccc1C(=O)c1ccccc1 has the entry 90
In NCI-H522, CCN1CCN(c2cc3c(cc2F)c(=O)c(C(=O)O)cn3C2CC2)CC1 has the entry 129
In NCI-H322M, CC(=O)CCC(C#N)(C#N)C(C#N)(C#N)CCC(C)=O has the entry 96

New compounds follow
SMILES	NCI-H322M	COLO 205	NCI-H522	NCI-H460	HCT-116	NCI/ADR-RES	NCI-H226	HCT-15	NCI-H23
CNC(=O)c1nn(C)c(=O)[nH]c1=O	103	108	93	111	99	108	96	108	101
COc1ccc(C2=NN(C(=O)COc3ccc(Cl)cc3)C(O)(c3cc(F)c(Cl)cc3Cl)C2)cc1 (stereo not given)	83	101	80	109	86	99	109	99	96
O=C(CCCl)Nc1ccccc1	90	122	84	111	97	104	120	109	98
CCCCn1cnc2c(SCc3ccccc3Cl)nc(N)nc21	94	97	76	106	92	97	93	64	98
CCN(CC)c1cc(/C=C/c2ccc(Cl)cc2)nc2cc(Cl)c(Cl)cc12	95	98	84	88	85	99	81	94	80
O=C(O)CCc1ccc([I+]c2ccccc2)cc1	98	105	91	117	100	115	107	107	106
Cc1cc(NS(=O)(=O)c2ccc(N3C(=O)/C(=C/c4coc5ccccc5c4=O)N=C3c3ccccc3)cc2)no1	98	109	91	103	101	104	98	103	101
c1ccc(CNc2cccnc2)cc1	x	105	74	x	107	107	97	97	104
COC(=O)/C(=C\c1c(C)[nH]c2ccccc12)S(=O)(=O)c1ccccc1	47	32	32	-7.0*	30	4.6*	x	24	19
CCCOC(=O)N1CCCCC1	99	112	88	110	103	107	96	98	106
Nc1ccc(-c2nc3ccccc3s2)cc1	89	104	x	98	99	96	x	91	82
CC1/C(=N\NC(N)=S)C(C)C(c2ccc(Cl)cc2)NC1c1ccncc1 (stereo not given)	98	x	63	105	70	99	96	86	96
O=[N+]([O-])c1ccc(Oc2ccccc2Cl)c([N+](=O)[O-])c1	98	112	74	105	88	73	84	77	74
CC1(c2ccc[n+](Cc3ccccc3)c2)OCCO1	95	110	93	108	111	100	110	107	96
O=c1nc(NO)[nH]c(=O)n1Cc1ccc(F)cc1	99	118	x	102	102	107	x	107	106
Cc1ccc(-c2csc(NC(=O)c3ccccc3CN3C(=O)c4ccccc4C3=O)n2)cc1	95	103	82	109	95	82	92	91	93
O=C(Nc1ncc(Cc2cccc(Cl)c2)s1)C(=S)N1CCOCC1	103	102	91	113	108	100	103	106	95
O=C1CC(c2ccc3c(c2)OCO3)c2c(ncn2-c2ccc(F)cc2)N1 (stereo not given)	90	108	95	108	101	105	104	99	103
NC(=O)C1C(=O)c2ccccc2C1(C[N+](=O)[O-])c1ccccc1 (stereo not given)	93	106	97	112	96	106	98	106	95
CCOC(=O)N/N=C/c1cc(Br)ccc1O	118	119	x	109	109	110	99	x	109
O=C(Cc1ccccc1Nc1c(Cl)cccc1Cl)Nn1c(O)c(C2=c3cc(Br)cc(Br)c3=NC2=O)sc1=S	94	114	77	117	97	106	115	108	99
COc1cc2ncnc(Nc3ccc(C(=O)/C=C/c4ccc(C(F)(F)F)cc4F)cc3)c2cc1OC	100	160	98	108	-63*	102	93	104	100
Clc1ccc(-c2nocc2-c2c[nH]c3ccccc23)cc1	99	105	100	101	85	98	95	94	94
N=C(N)SCc1ccc(Cl)cc1Cl	102&110	84&106	82&89	95&104	77&102	100&103	84&94	82&113	86&96
O=C(O)c1cccs1	93	116	104	110	98	109	95	98	97
COc1cccc(C(C)(c2c[nH]c3ccccc23)c2c[nH]c3ccccc23)c1	79	77	61	91	78	88	81	72	76
CN(C)c1ccc(/C=N/Nc2ccc3nnc(-c4ccccc4)n3n2)cc1	86	107	59	81	105	45	102	80	61
O=Cc1c(OCc2cnnn2CC(=O)Nc2ccccc2Cl)ccc2ccccc12	95	100	94	103	98	95	x	89	97
COc1ccc(/C=N/NC(=O)c2c(Nc3ccccc3)n[nH]c2N)cc1	90	118	98	105	97	95	98	93	92
CCn1c2ccccc2nc2cc3c(cc21)c(Cl)c(=O)c1ccccc13	102	102	89	97	80	x	79	92	82
O=S(=O)(Nc1ccsc1-c1nc(-c2ccccc2)no1)c1ccc(F)cc1	89	x	92	105	91	99	100	104	94
Cc1nn2c(/C=C3/C(=O)Nc4ccccc43)c(-c3ccc(F)cc3)nc2s1	92	82	69	90	87	80	92	79	90
CCOC(=O)CCCCSCCCCC(=O)OCC	105	109	121	101	99	107	91	98	104
COC(=O)CCCc1c[nH]c2ccccc12	100	97	73	105	92	100	97	89	105
Cc1ccc(C)c(NS(C)(=O)=O)c1	100	109	88	101	103	99	84	98	101
